CIT2 TOR yeast: modulators of TOR pathway CIT2-GFP in S. cerevisiae; S. cerevisiae CIT2-GFP strain, flow cytometry, 3 h; 100 means same as DMSO wells; GFP response vs DMSO, % at 10 µM; actives 0.065% (n = 320,000);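 active = GFP response relative to DMSO above a set limit, near the screen mean plus 3 SD, cut at about 150% in these data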;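 also: ratio of well median GFP fluorescence to mean of DMSO wells on the plate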
RPL19A-GFP yeast: modulators of TOR pathway RPL19A-GFP in S. cerevisiae. actives 0.3% (n = 330,000). percent response vs DMSO, % at 10 µM. S. cerevisiae RPL19A-GFP strain, flow cytometry, 3 h; stronger effect = lower value;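 active = percent response vs DMSO below 50%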;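 also: median channel GFP fluorescence of the barcoded RPL19A-GFP strain; ratio of sample median GFP to plate DMSO average so 100% = DMSO; lower means less RPL19A-GFP as with rapamycin TOR inhibition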
AGP1 TOR yeast: alters AGP1-GFP fluorescence in TOR pathway yeast screen; S. cerevisiae AGP1-GFP multiplex flow cytometry, 3 h; GFP as percent of DMSO wells; GFP response vs DMSO, % at 10 µM; actives 0.02% (n = 320,000);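 active = GFP response relative to DMSO above a set limit, near screen average plus 3 SD, cut at about 150% in these data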;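 also: median GFP channel fluorescence of the gated AGP1 strain per well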
GRK2 aptamer HTS: inhibitors of human GRK2 displacing RNA aptamer; P25098; bead flow cytometry, FAM-aptamer displacement from GRK2; inhibition of aptamer binding, % at 10 µM; actives 0.59% (n = 330,000); AID 488847;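 active = inhibition of aptamer binding above 40%, roughly 3 SD of noise, on plates passing a quality check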;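 also: median bead fluorescence of bound FAM aptamer so fluorescent compounds give negative values; no value below 0 was filed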
MEP2 TOR yeast: alters MEP2-GFP fluorescence in TOR pathway yeast screen; S. cerevisiae MEP2-GFP strain, flow cytometry GFP, 3 h; 100% = DMSO control level; actives 0.51% (n = 330,000); GFP response vs DMSO, % at 10 µM;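 active = GFP response versus DMSO above a set limit, roughly screen mean plus 3 SD, cut at about 180% in these data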;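 also: median GFP fluorescence of the barcode-gated MEP2-GFP cells per well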
GASC-1 inh: human JMJD2C demethylase inhibition; Q9H3R0; GST-JMJD2C(1-420) H3K9me3 demethylation, DELFIA europium; inhibition, % at 2.35 µM; actives 0.069% (n = 330,000);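 active = more than half of a compound's replicate wells show inhibition beyond 50%, single wells judged on their own value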;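 also: signal counts dimethyl H3K9 product captured on neutravidin plate; 0% = median of DMSO wells and 100% = 0.3 times that DMSO median; strong numbers were not always called active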
VLA-4 inh: inhibition in a human VLA-4 binding assay; actives 0.2% (n = 330,000); VLA-4 expressing cells, ligand binding flow cytometry; AID 2557; inhibition, % (about 7 µM as worked out from the volumes in the protocol); in the data active = inhibition above about 50%
Target sequence (P13612 whole entry, looked up): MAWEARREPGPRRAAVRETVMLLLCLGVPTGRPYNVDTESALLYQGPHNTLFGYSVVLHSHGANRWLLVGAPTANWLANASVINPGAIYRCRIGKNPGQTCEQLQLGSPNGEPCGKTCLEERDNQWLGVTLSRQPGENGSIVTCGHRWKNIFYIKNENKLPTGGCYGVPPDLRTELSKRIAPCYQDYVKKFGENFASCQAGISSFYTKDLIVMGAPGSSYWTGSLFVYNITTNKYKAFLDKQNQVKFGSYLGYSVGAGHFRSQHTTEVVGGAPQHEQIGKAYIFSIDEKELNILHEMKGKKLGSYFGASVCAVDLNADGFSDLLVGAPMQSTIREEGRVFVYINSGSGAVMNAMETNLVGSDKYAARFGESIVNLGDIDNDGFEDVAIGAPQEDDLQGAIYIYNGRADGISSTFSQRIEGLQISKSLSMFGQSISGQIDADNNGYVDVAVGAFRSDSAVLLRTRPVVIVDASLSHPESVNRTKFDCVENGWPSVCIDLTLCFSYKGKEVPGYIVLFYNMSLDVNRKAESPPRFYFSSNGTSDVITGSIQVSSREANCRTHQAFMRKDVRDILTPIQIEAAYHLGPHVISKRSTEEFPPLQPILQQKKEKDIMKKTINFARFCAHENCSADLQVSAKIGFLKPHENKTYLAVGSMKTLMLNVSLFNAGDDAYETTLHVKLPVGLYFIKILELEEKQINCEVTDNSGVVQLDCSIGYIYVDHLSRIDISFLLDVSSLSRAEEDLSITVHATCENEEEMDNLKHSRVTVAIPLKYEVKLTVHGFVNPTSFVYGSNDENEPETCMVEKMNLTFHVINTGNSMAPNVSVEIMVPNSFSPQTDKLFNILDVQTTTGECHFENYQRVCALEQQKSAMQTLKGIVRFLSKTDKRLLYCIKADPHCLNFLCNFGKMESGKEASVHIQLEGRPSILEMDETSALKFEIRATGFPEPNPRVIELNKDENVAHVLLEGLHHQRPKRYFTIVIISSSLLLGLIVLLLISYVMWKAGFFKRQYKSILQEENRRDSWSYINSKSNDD
LAP4-GFP MLPCN: alters LAP4-GFP fluorescence in TOR pathway yeast screen; S. cerevisiae LAP4-GFP multiplex, flow cytometry GFP, 3 h; median GFP as percent of DMSO wells; GFP response vs DMSO, % at 10 µM; actives 0.34% (n = 320,000);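 active = GFP response vs DMSO above a set limit, about the screen mean plus 3 SD, cut at about 150% in these data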
Numbers without * were called inactive; & = joins results of further samples.

`C=CCC[C@H](Cc1ccc(F)cc1)C(=O)OC[C@@H](Cc1c[nH]c2ccccc12)NC(=O)[C@H](CC=C)CC(=O)NCCO` gave CIT2 TOR yeast 102, RPL19A-GFP yeast 101, AGP1 TOR yeast 107, GRK2 aptamer HTS 3, MEP2 TOR yeast 102, GASC-1 inh -6, VLA-4 inh 5 and LAP4-GFP MLPCN 108.
O=C(NNc1cccc(Cl)c1)c1cccnc1Oc1ccccc1 was read as CIT2 TOR yeast 96, RPL19A-GFP yeast 100, AGP1 TOR yeast 106, GRK2 aptamer HTS 2, MEP2 TOR yeast 97, GASC-1 inh -4, VLA-4 inh 3 and LAP4-GFP MLPCN 102.
`COc1ccc(S(=O)(=O)N2CCC(C(=O)N[C@H](C(=O)NCc3ccco3)C(C)C)CC2)cc1` gave CIT2 TOR yeast 95, RPL19A-GFP yeast 99, AGP1 TOR yeast 98, GRK2 aptamer HTS 0, MEP2 TOR yeast 100, GASC-1 inh 5, VLA-4 inh 6 and LAP4-GFP MLPCN 97.
Screening COCc1[nH][nH]c(=O)c1/C=N/N1CCOCC1 returned CIT2 TOR yeast 99, RPL19A-GFP yeast 96, AGP1 TOR yeast 92, GRK2 aptamer HTS 3, MEP2 TOR yeast 106, GASC-1 inh 4, VLA-4 inh -2 and LAP4-GFP MLPCN 90.
`Cc1cccc(NC(=O)CSc2nnc3ccc(-c4ccccn4)nn23)c1` gave CIT2 TOR yeast 85, RPL19A-GFP yeast 91, AGP1 TOR yeast 99, GRK2 aptamer HTS 1, MEP2 TOR yeast 92, GASC-1 inh -3, VLA-4 inh 7 and LAP4-GFP MLPCN 95.
For N#Cc1cc2cc3c(cc2nc1SCC(=O)N1CCCC1)OCCO3 the results were CIT2 TOR yeast 104, RPL19A-GFP yeast 103, AGP1 TOR yeast 104, GRK2 aptamer HTS 0, MEP2 TOR yeast 101, GASC-1 inh 3, VLA-4 inh 0 and LAP4-GFP MLPCN 95.
Screening Cc1ccc(C)c(C(=O)CN2C(=O)c3ccccc3C2=O)c1 returned CIT2 TOR yeast 99, RPL19A-GFP yeast 100, AGP1 TOR yeast 98, GRK2 aptamer HTS 1, MEP2 TOR yeast 107, GASC-1 inh inactive, VLA-4 inh 1 and LAP4-GFP MLPCN 95.
For O=C(Cn1cc(C(=O)C2CC2)c2ccccc21)NC1CCCC1 the results were CIT2 TOR yeast 100, RPL19A-GFP yeast 99, AGP1 TOR yeast 99, GRK2 aptamer HTS 3, MEP2 TOR yeast 100, GASC-1 inh 1, VLA-4 inh 58* and LAP4-GFP MLPCN 90.
For C=CCN(c1ccccc1C(=O)NCC(=O)O)S(=O)(=O)c1ccc(C)cc1 the results were CIT2 TOR yeast 99, RPL19A-GFP yeast 104, AGP1 TOR yeast 111, GRK2 aptamer HTS 0, MEP2 TOR yeast 98, GASC-1 inh -7, VLA-4 inh 7 and LAP4-GFP MLPCN 112.
For Cc1ccc(S(=O)(=O)N2CCCCC2)cc1C(=O)NCc1ccncc1 the results were CIT2 TOR yeast 106, RPL19A-GFP yeast 103, AGP1 TOR yeast 100, GRK2 aptamer HTS 0, MEP2 TOR yeast 108, GASC-1 inh -14, VLA-4 inh -7 and LAP4-GFP MLPCN 89.
`Nc1ccccc1SCc1ccccc1Cl` gave CIT2 TOR yeast 81, RPL19A-GFP yeast 94, AGP1 TOR yeast 101, GRK2 aptamer HTS 0, MEP2 TOR yeast 97, GASC-1 inh 0, VLA-4 inh -4 and LAP4-GFP MLPCN 116.
`CCOC(=O)c1c(C)oc2c(F)c(F)c(F)c(F)c2c1=O` gave CIT2 TOR yeast 91, RPL19A-GFP yeast 96, AGP1 TOR yeast 92, GRK2 aptamer HTS 2, MEP2 TOR yeast 98, GASC-1 inh 24, VLA-4 inh 39 and LAP4-GFP MLPCN 99.
Screening Oc1ccc(Cl)cc1C1=NNC(c2ccc(Cl)cc2)C1 (stereo not drawn) returned CIT2 TOR yeast 99, RPL19A-GFP yeast 102, AGP1 TOR yeast 102, GRK2 aptamer HTS 4, MEP2 TOR yeast 101, GASC-1 inh -2, VLA-4 inh 10 and LAP4-GFP MLPCN 103.
O=C(c1cc2ccccc2oc1=O)N(Cc1ccco1)C1CCS(=O)(=O)C1 (stereo not drawn) was read as CIT2 TOR yeast 89, RPL19A-GFP yeast 92, AGP1 TOR yeast 92, GRK2 aptamer HTS 0, MEP2 TOR yeast 96, GASC-1 inh 5, VLA-4 inh 0 and LAP4-GFP MLPCN 93.
For O=C(CCN1C(=O)COc2ccccc21)NCCCN1CCN(c2ccccc2F)CC1 the results were CIT2 TOR yeast 100, RPL19A-GFP yeast 101, AGP1 TOR yeast 112, GRK2 aptamer HTS 0, MEP2 TOR yeast 106, GASC-1 inh -10&-12, VLA-4 inh 18 and LAP4-GFP MLPCN 98.
Screening O=C(NCCc1ccco1)c1ccc(OCc2cn3ccccc3n2)cc1 returned CIT2 TOR yeast 97, RPL19A-GFP yeast 99, AGP1 TOR yeast 98, GRK2 aptamer HTS 0, MEP2 TOR yeast 98, GASC-1 inh 6, VLA-4 inh 0 and LAP4-GFP MLPCN 98.
Screening CCC(=O)NC(Nc1nc2ccc(C)cc2s1)(C(=O)OC)C(F)(F)F (stereo not drawn) returned CIT2 TOR yeast 97, RPL19A-GFP yeast 111, AGP1 TOR yeast 108, GRK2 aptamer HTS 0, MEP2 TOR yeast 112, GASC-1 inh 10, VLA-4 inh 4 and LAP4-GFP MLPCN 107.
`NC(=NCCc1ccccc1)c1cccc([N+](=O)[O-])c1` gave CIT2 TOR yeast 108, RPL19A-GFP yeast 109, AGP1 TOR yeast 108, GRK2 aptamer HTS 1, MEP2 TOR yeast 101, GASC-1 inh 1, VLA-4 inh 4 and LAP4-GFP MLPCN 102.
COc1ccc(CS(=O)(=O)/C(Cl)=C(/Cl)C(=O)Nc2ccc(OC)nc2)cc1 was read as CIT2 TOR yeast 100, RPL19A-GFP yeast 101, AGP1 TOR yeast 107, GRK2 aptamer HTS 0, MEP2 TOR yeast 104, GASC-1 inh 18, VLA-4 inh 16 and LAP4-GFP MLPCN 112.
Screening COc1ccc(C(=O)COC(=O)C(CCSC)NS(=O)(=O)c2ccc(Cl)cc2)cc1 (stereo not drawn) returned CIT2 TOR yeast 74, RPL19A-GFP yeast 90, AGP1 TOR yeast 84, GRK2 aptamer HTS 3, MEP2 TOR yeast 89, GASC-1 inh 6, VLA-4 inh 19 and LAP4-GFP MLPCN 95.
Screening CC(C)C(=O)N1CCN(c2ccc(NC(=O)c3cccs3)cc2)CC1 returned CIT2 TOR yeast 86, RPL19A-GFP yeast 99, AGP1 TOR yeast 102, GRK2 aptamer HTS 3, MEP2 TOR yeast 97, GASC-1 inh -48, VLA-4 inh 13 and LAP4-GFP MLPCN 105.
Screening O=C(COC(=O)c1cc(-c2ccc(Cl)s2)nc2ccccc12)NCc1ccco1 returned CIT2 TOR yeast 74, RPL19A-GFP yeast 87, AGP1 TOR yeast 26, GRK2 aptamer HTS 0, MEP2 TOR yeast 95, GASC-1 inh -6, VLA-4 inh 9 and LAP4-GFP MLPCN 142.
COc1ccc(N2CC(C(=O)N(CC(C)C)c3c(N)n(Cc4ccccc4)c(=O)[nH]c3=O)CC2=O)c(OC)c1 (stereo not drawn) was read as CIT2 TOR yeast 104, RPL19A-GFP yeast 108, AGP1 TOR yeast 119, GRK2 aptamer HTS 2, MEP2 TOR yeast 104, GASC-1 inh 0, VLA-4 inh -16 and LAP4-GFP MLPCN 115.
`O=C(N/N=C/c1ccc(O)c(O)c1)N/N=C/c1ccc(O)c(O)c1` gave CIT2 TOR yeast 95, RPL19A-GFP yeast 118, AGP1 TOR yeast 102, GRK2 aptamer HTS 24, MEP2 TOR yeast 111, GASC-1 inh -106, VLA-4 inh 5 and LAP4-GFP MLPCN 100.
N#Cc1nc(COc2ccccc2)oc1N1CCCCCC1 was read as CIT2 TOR yeast 81, RPL19A-GFP yeast 99, AGP1 TOR yeast 93, GRK2 aptamer HTS 0, MEP2 TOR yeast 103, GASC-1 inh -8, VLA-4 inh 40 and LAP4-GFP MLPCN 128.
Screening Cc1ccccc1NC(=O)N1CCN(c2ncccn2)CC1 returned CIT2 TOR yeast 101, RPL19A-GFP yeast 109, AGP1 TOR yeast 100, GRK2 aptamer HTS 13, MEP2 TOR yeast 103, GASC-1 inh -15, VLA-4 inh 18 and LAP4-GFP MLPCN 100.
For CC(=O)c1ccc(NC(=O)C2CCCN2S(=O)(=O)c2ccc(C)cc2)cc1 (stereo not drawn) the results were CIT2 TOR yeast 100, RPL19A-GFP yeast 97, AGP1 TOR yeast 99, GRK2 aptamer HTS 2, MEP2 TOR yeast 100, GASC-1 inh 7, VLA-4 inh 3 and LAP4-GFP MLPCN 102.
Screening O=C(NC(=S)Nc1ccc(S(=O)(=O)Nc2nccs2)cc1)c1ccccc1 returned CIT2 TOR yeast 107, RPL19A-GFP yeast 101, AGP1 TOR yeast 101, GRK2 aptamer HTS 0, MEP2 TOR yeast 104, GASC-1 inh 24, VLA-4 inh 17 and LAP4-GFP MLPCN 94.
For COc1ccc(NC(=O)c2cc(-c3cccnc3)nc3c(C)c(C)ccc23)c(OC)c1 the results were CIT2 TOR yeast 106, RPL19A-GFP yeast 101, AGP1 TOR yeast 89, GRK2 aptamer HTS 4, MEP2 TOR yeast 102, GASC-1 inh 6, VLA-4 inh -14 and LAP4-GFP MLPCN 113.
For Cc1ccccc1NC(=O)CSc1nnc(-c2ccco2)c(-c2ccco2)n1 the results were CIT2 TOR yeast 87, RPL19A-GFP yeast 105, AGP1 TOR yeast 107, GRK2 aptamer HTS 10, MEP2 TOR yeast 105, GASC-1 inh 1, VLA-4 inh 8 and LAP4-GFP MLPCN 103.
`Cc1nc(NC(=O)c2ccncc2)sc1C(=O)N(C)C` gave CIT2 TOR yeast 109, RPL19A-GFP yeast 92, AGP1 TOR yeast 105, GRK2 aptamer HTS 3, MEP2 TOR yeast 80, GASC-1 inh 1, VLA-4 inh -24 and LAP4-GFP MLPCN 101.
`O=C(NNC(=S)Nc1ccccc1)c1cccnc1` gave CIT2 TOR yeast 108, RPL19A-GFP yeast 100, AGP1 TOR yeast 93, GRK2 aptamer HTS 1, MEP2 TOR yeast 106, GASC-1 inh -1, VLA-4 inh -2 and LAP4-GFP MLPCN 79.
For Cc1noc(C)c1C(=O)Nc1nc2ccc(F)cc2s1 the results were CIT2 TOR yeast 83, RPL19A-GFP yeast 92, AGP1 TOR yeast 89, GRK2 aptamer HTS 1, MEP2 TOR yeast 94, GASC-1 inh -2, VLA-4 inh -12 and LAP4-GFP MLPCN 126.
`CC(=O)c1ccc(NC(=S)N2CCCC(C(F)(F)F)C2)cc1` (stereo not drawn) gave CIT2 TOR yeast 105, RPL19A-GFP yeast 92, AGP1 TOR yeast 104, GRK2 aptamer HTS 0, MEP2 TOR yeast 94, GASC-1 inh -18, VLA-4 inh -1 and LAP4-GFP MLPCN 102.
For COc1ccc(C(=O)NC(C)c2ccc(-n3ccnc3)cc2)cc1[N+](=O)[O-] (stereo not drawn) the results were CIT2 TOR yeast 98, RPL19A-GFP yeast 97, AGP1 TOR yeast 96, GRK2 aptamer HTS 4, MEP2 TOR yeast 103, GASC-1 inh 0, VLA-4 inh 6 and LAP4-GFP MLPCN 93.
O=C(NNc1nc(=O)c2cccnc2s1)c1ccccc1O was read as CIT2 TOR yeast 107, RPL19A-GFP yeast 95, AGP1 TOR yeast 100, GRK2 aptamer HTS 0, MEP2 TOR yeast 97, GASC-1 inh -11, VLA-4 inh 0 and LAP4-GFP MLPCN 102.

Not a hit list. About 1.7% of those tested had a hit in this group.
